Assay outcomes from PubChem.
Tb PGK inh – qHTS Assay to Find Inhibitors of Phosphoglycerate Kinase | PGK/GAPDH coupled, Kinase-Glo luminescence, 60 min | Potency, µM (highest dose often 57.5 µM), without a hit: at the highest dose activity change, negative = inhibition, actives largely listed as inhibitors | 380,000 tested, 0.043% active | AID 602233, 2012; further: on the % scale 0 is the no-effect control and ±100 the full control effect; nearly all actives have a fitted effect of over 60% in size
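Recombinant glycosomal PGK reaction used 1,3-bisphosphoglycerate generated in-well by GAPDH (100nM final) in 100mM TEA pH 7.6, 5mM MgCl2, 0.01% Tween-20. After 60 minutes at room temperature, ATP was read by Kinase-Glo Plus luminescence end-point.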
Pin1 inhibitor – qHTS Assay to Find Inhibitors of Pin1; Peptidyl-prolyl cis-trans isomerase NIMA-interacting 1 (Homo sapiens), Q13526; Pin1 FP peptide displacement, HiFluor488, 10 min; Potency, µM (series often up to 115 µM), for the others: at the highest dose activity, negative = inhibition, actives largely listed as inhibitors; 390,000 tested, 0.009% active; AID 504891, 2011; active means well fitted inhibition curve with a large enough effect in the polarisation, with a control signal flat, not every such curve was filed as active; inconclusive means small, poorly fitted or top-dose-only effect, or effect the other way, or a change in a side signal; inactive means no such curve, though single readings can be large or run the other way; the % refers to the polarisation; further: on the % scale 0 is the no-effect control and ±100 the full control effect
Target sequence (Q13526 whole entry, looked up): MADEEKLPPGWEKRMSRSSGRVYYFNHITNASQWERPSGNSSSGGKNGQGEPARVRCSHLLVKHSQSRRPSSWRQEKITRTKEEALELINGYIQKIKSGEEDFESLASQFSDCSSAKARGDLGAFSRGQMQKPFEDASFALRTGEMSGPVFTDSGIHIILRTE
HP1b chromo inh – HTS for Inhibitors of HP1-beta Chromodomain Interactions with Methylated Histone Tails | 390,000 tested, 0.56% active | Chromobox protein homolog 1 (Homo sapiens), P83916 | AlphaScreen HP1-beta / biotin-H3K9me3 peptide binding | Potency, µM (highest dose often 114 µM), for inactives: at the top dose activity change, negative = inhibition, usual class: inhibitors; further: nearly all actives have a fitted effect of over 70% in size; inactives centre near 23
Target sequence (P83916 whole entry, looked up): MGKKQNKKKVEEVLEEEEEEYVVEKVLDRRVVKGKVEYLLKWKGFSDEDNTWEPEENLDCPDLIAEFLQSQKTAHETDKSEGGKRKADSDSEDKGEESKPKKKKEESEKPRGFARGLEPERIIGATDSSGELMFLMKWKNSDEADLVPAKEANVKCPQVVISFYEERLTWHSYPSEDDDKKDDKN
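Compound inhibition of the preformed complex between 50 nM HP1-beta and 50 nM biotinylated H3K9me3 peptide was read by AlphaScreen. Buffer was PBS pH 7.4 with 0.01% Tween-20. Incubations ran 30 min at room temperature, with 10 ug/mL donor/acceptor beads.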
GLS inh – qHTS for Inhibitors of Glutaminase (GLS) | GLS enzymatic activity, qHTS titration | Potency, µM (top dose mostly 45.5 µM), without a hit: at the top dose activity change, negative = inhibition, usual class: inhibitors | 410,000 tested, 0.21% active | AID 624170, 2012; further: on the % scale 0 is the no-effect control and ±100 the full control effect
Target sequence (O94925 whole entry, looked up): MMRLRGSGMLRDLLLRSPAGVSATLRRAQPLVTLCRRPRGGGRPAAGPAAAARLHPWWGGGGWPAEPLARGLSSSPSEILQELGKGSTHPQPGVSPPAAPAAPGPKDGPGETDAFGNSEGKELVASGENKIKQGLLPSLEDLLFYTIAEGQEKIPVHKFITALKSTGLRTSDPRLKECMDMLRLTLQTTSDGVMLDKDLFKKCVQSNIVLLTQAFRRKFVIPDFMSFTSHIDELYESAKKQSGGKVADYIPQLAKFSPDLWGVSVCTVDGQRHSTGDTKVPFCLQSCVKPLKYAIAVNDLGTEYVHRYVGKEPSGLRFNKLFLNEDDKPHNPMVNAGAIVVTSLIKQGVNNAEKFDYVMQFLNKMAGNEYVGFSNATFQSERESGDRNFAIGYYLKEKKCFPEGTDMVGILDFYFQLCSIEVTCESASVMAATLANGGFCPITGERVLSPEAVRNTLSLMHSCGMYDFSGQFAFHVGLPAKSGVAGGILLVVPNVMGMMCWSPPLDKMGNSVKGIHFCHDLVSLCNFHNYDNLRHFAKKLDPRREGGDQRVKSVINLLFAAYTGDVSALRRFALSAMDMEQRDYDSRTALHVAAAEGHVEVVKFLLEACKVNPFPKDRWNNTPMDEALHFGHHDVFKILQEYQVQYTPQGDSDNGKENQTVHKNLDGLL
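Compounds were pin-transferred onto hKGA, after which L-glutamine (1 mM solution) and a detection mix of glutamate oxidase, HRP and Amplex Red were added. Initial and 30 min RT fluorescence reads were collected.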
G9a block – qHTS Assay for Inhibitors of Histone Lysine Methyltransferase G9a; Histone-lysine N-methyltransferase EHMT2 (Homo sapiens), Q96KQ7; G9a H3K9 monomethylation, AlphaScreen, 2 h; Potency, µM (top dose mostly 102 µM), for the others: at the highest dose activity, negative = inhibition, usual class: inhibitors; 350,000 tested, 8.8% active; AID 504332, 2011; further: on the % scale 0 is the no-effect control and ±100 the full control effect; nearly all actives have a fitted effect of over 75% in size
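Using a bead-based AlphaScreen, monomethylated H3K9 product from 2 h room-temperature reactions (G9a 20 nM, peptide 500 nM, SAM 20 uM) was detected with 0.5 ug/mL rabbit anti-H3K9me1 antibody.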
BAZ2B block – qHTS Assay for Inhibitors of BAZ2B; AlphaScreen BAZ2B-H3K14Ac peptide displacement; 360,000 tested, 4.4% active; AID 504333, 2011; Potency, µM (top dose mostly 114 µM), without a hit: at the highest dose activity change, negative = inhibition, most hits filed as inhibitors; further: on the % scale 0 is the no-effect control and ±100 the full control effect; nearly all actives have a fitted effect of over 60% in size
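BAZ2B (50 nM) with biotin-H3(5-23)K14Ac peptide (50 nM) in PBS pH 7.4, 0.01% Tween-20, preformed 30 min, then compound 30 min at room temperature; top concentration 110uM. AlphaScreen streptavidin donor/nickel chelate acceptor beads (10 ug/mL final), 20 min dark, signal read.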
JMJD2A Tudor inh – qHTS Assay for Inhibitors of JMJD2A-Tudor Domain; AID 504339, 2011; Lysine-specific demethylase 4A (Homo sapiens), O75164; Potency, µM (highest dose often 114 µM), for the others: top-dose activity change, negative = inhibition, usual class: inhibitors; 390,000 tested, 4.4% active; AlphaScreen JMJD2A-Tudor / H3K4me3 peptide binding; further: on the % scale 0 is the no-effect control and ±100 the full control effect; nearly all actives have a fitted effect of over 50% in size
BLM inh – qHTS Assay for Inhibitors of Bloom's syndrome helicase (BLM); 350,000 tested, 0.2% active; RecQ-like DNA helicase BLM (Homo sapiens), P54132; Potency, µM (titrated, usually from 56.1 µM), inactives show top-dose activity change, negative = inhibition, most hits filed as inhibitors; recombinant BLM DNA unwinding, fluorescence dequenching;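 further: plate controls were vehicle for no effect and no enzyme for full effect; nearly all actives have a fitted effect of over 35% in size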
POLI inh – qHTS for Inhibitors of Polymerase Iota. Potency, µM (titrated, usually from 115 µM), for inactives: top-dose activity, negative = inhibition, usual class: inhibitors. DNA polymerase iota (Homo sapiens), Q9UNA4. 390,000 tested, 1% active. Pol iota fluorescent replication assay, 10 min. AID 588590, 2011
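Fluorescent replication assay read twice, at 0 min and 10 min after adding 50 nM (final) substrate. Enzyme (10 nM) and compounds were first incubated 15 min at room temperature; enzyme-free buffer wells were negative controls.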
* = called active by the depositor; & = joins results of further samples; [ ] = remark or other dose. Unless noted, the call rests on the fitted dose curve; in most records, active means well fitted curve in the direction sought with a large enough effect; inconclusive means small, poorly fitted or top-dose-only effect, or another doubt; inactive means no such curve, though single readings can be large; an effect the other way counts as inactive or inconclusive. Potency means the concentration at half of the fitted maximal effect. A portion of the library. The share of hits here may be higher or lower than overall.

How did Cc1ccc(CCNC(=O)CCn2c(=O)c3cccn3c3ccc(F)cc32)cc1 do in these assays?
Tb PGK inh: -3.6%; Pin1 inhibitor: 12.8%&-15.5%; HP1b chromo inh: 23.4%&24.6%; GLS inh: -3.7%&6.6%; G9a block: -7.4%; BAZ2B block: -22.5%&-17.3%; JMJD2A Tudor inh: -21.8%&-20.4%; BLM inh: 0.3%&-1.5%; POLI inh: -3.8%&1.9%

How did CCCc1cnc(N2CCN(C(=O)c3c(-c4ccccc4)noc3C)CC2)nc1 do in these assays?
Tb PGK inh: -6.3%; Pin1 inhibitor: -2.2%; HP1b chromo inh: 20.4%; GLS inh: -1.6%; G9a block: 8.5%; BAZ2B block: -3.7%; JMJD2A Tudor inh: -2.2%; BLM inh: -0.8%; POLI inh: 0.5%[58.9 µM]

How did Cc1ccc(C)c(NC(=O)c2cc(-c3cc(C)cc(C)c3O)n[nH]2)c1 do in these assays?
Tb PGK inh: -3.3%; Pin1 inhibitor: -1.8%; HP1b chromo inh: 63.1%[activator]; GLS inh: 16.6%; G9a block: 23.7%; BAZ2B block: -7.7%; JMJD2A Tudor inh: -22.7%; BLM inh: -9.2%; POLI inh: -18.2%

What do the screens show for `C=CCn1c(SCCCCCC)nc(O)cc1=O`?
Pin1 inhibitor: 14.5%; HP1b chromo inh: 21.5%; GLS inh: 4.4%; G9a block: 11.2%[59 µM]; BAZ2B block: 2.7%; JMJD2A Tudor inh: -0.6%; BLM inh: -4.9%; POLI inh: 3.6%

How did COc1nnc(-c2ccc(N3CCCCC3)c(NC(=O)c3ccccc3)c2)c2ccccc12 do in these assays?
Tb PGK inh: -3.1%; Pin1 inhibitor: -2.8%; HP1b chromo inh: 22.6%; GLS inh: 0.6%; G9a block: 9.4%[59 µM]; BAZ2B block: -12.8%; JMJD2A Tudor inh: -11.3%; BLM inh: -7.6%; POLI inh: 11.7%

How did COc1ccc(Cn2c(C(=O)O)c(CNCc3cccs3)c3ccc(C)cc32)cc1 do in these assays?
Tb PGK inh: 8.7%; Pin1 inhibitor: 3.6%; HP1b chromo inh: 17.5%; GLS inh: 25.4%; G9a block: inconclusive; BAZ2B block: -29.7%; JMJD2A Tudor inh: -32.8%; BLM inh: -0.2%; POLI inh: -4.7%

How did CCOc1ccc(NC(=O)c2ccc(C#CC(C)(C)O)cc2)cc1 do in these assays?
Tb PGK inh: 21.6%; Pin1 inhibitor: 1.9%; HP1b chromo inh: 18.9%; GLS inh: 0.6%; G9a block: -1.9%; BAZ2B block: -6.4%; JMJD2A Tudor inh: -4.0%; BLM inh: -0.7%; POLI inh: -8.3%[58.9 µM]

Results for O=c1c(Cc2ccccc2)c(O)nc2n1CCCS2 ?
Tb PGK inh: -8.1%; Pin1 inhibitor: -2.8%; HP1b chromo inh: 40.2%[activator]; GLS inh: 1.0%; G9a block: 8.0%[59 µM]; BAZ2B block: -0.8%; JMJD2A Tudor inh: -8.3%; BLM inh: 0.3%; POLI inh: 2.0%

How did O=C(NN1CCN(Cc2ccccc2Cl)CC1)c1ccc(Br)cc1 do in these assays?
Tb PGK inh: -5.7%; Pin1 inhibitor: -3.8%; HP1b chromo inh: 2.7%; GLS inh: -3.0%; G9a block: -25.4%; BAZ2B block: -4.1%; JMJD2A Tudor inh: -8.7%; BLM inh: -1.8%; POLI inh: 110.8%[activator]

What do the screens show for `COc1ccc(CC(=O)NCCc2ccc(OC)c(OC)c2)cc1`?
Tb PGK inh: -9.8%; Pin1 inhibitor: 2.7%; HP1b chromo inh: 20.9%; GLS inh: -0.2%; G9a block: 16.6%; BAZ2B block: -12.7%; JMJD2A Tudor inh: -8.4%; BLM inh: -3.4%; POLI inh: 22.4%

What do the screens show for `CC(C)c1cc(C(=O)N2CCN(C(c3ccccc3)c3ccccc3)CC2)no1`?
Tb PGK inh: -9.9%; Pin1 inhibitor: 12.3%; HP1b chromo inh: 30.3%; GLS inh: 2.3%; G9a block: -7.3%; BAZ2B block: 4.2%; JMJD2A Tudor inh: -2.4%; BLM inh: -11.2%; POLI inh: 0.7%

What do the screens show for `O=[N+]([O-])c1cccc(N/N=C/c2ccc(N3CCOCC3)cc2)c1`?
Tb PGK inh: -9.0%; Pin1 inhibitor: -6.3%; HP1b chromo inh: 39.8µM*; GLS inh: 13.3%; G9a block: 39.8µM*; BAZ2B block: 17.8µM*; JMJD2A Tudor inh: 35.5µM*; BLM inh: -9.9%; POLI inh: -7.9%

What do the screens show for `CCOc1ccc(N(CC(=O)Nc2ccc3c(c2)OCCO3)S(=O)(=O)c2c(C)noc2C)cc1`?
Tb PGK inh: 8.8%; Pin1 inhibitor: -2.0%; HP1b chromo inh: 35.1%; GLS inh: -2.9%; G9a block: 3.3%; BAZ2B block: -2.5%; JMJD2A Tudor inh: -6.2%; BLM inh: -9.0%; POLI inh: 21.3%

Results for CCOC(=O)c1c(S(=O)(=O)N2CCCCCC2)c(C)n(C)c1C ?
Tb PGK inh: -3.2%; Pin1 inhibitor: -19.0%; HP1b chromo inh: 17.1%; GLS inh: -1.8%; G9a block: 21.0%; BAZ2B block: -8.6%; JMJD2A Tudor inh: -3.1%; BLM inh: -1.3%; POLI inh: -3.6%

How did COc1cc(C(=O)O[C@H]2C/C(C)=C/CC[C@@]3(C)O[C@@H]3[C@H](O)[C@@H]2C(C)C)cc(OC)c1OC do in these assays?
Tb PGK inh: 11.1%; Pin1 inhibitor: inconclusive; HP1b chromo inh: 24.8%; GLS inh: -8.5%; G9a block: 37.1%[0.501 µM]; BAZ2B block: -24.7%; JMJD2A Tudor inh: -12.7%; BLM inh: -7.0%; POLI inh: 7.9%

How did COc1ccc(OC)c(-c2nc(CN(C)C(C)c3ccncn3)c(C)o2)c1 (centres undefined) do in these assays?
Tb PGK inh: -6.4%; Pin1 inhibitor: 7.4%; HP1b chromo inh: 11.8%; GLS inh: 2.0%; G9a block: 10.1%; BAZ2B block: -9.0%; JMJD2A Tudor inh: -20.2%; BLM inh: -0.9%; POLI inh: 77.7%[activator]

What do the screens show for `CC(C)(C)C1CCc2[nH]nc(C(=O)O)c2C1` (centres undefined)?
Tb PGK inh: -7.4%; Pin1 inhibitor: -20.0%; HP1b chromo inh: -0.3%; GLS inh: inconclusive; G9a block: -17.9%[59 µM]; BAZ2B block: inconclusive; JMJD2A Tudor inh: inconclusive; BLM inh: -4.2%; POLI inh: -6.4%

Results for CCc1nc2nc(C)c(NS(=O)(=O)c3ccc(C)c(C)c3)c(=O)n2[nH]1 ?
Tb PGK inh: -7.3%; Pin1 inhibitor: -5.0%; HP1b chromo inh: -2.8%; GLS inh: 33.2%[activator]; G9a block: -4.4%; BAZ2B block: 5.6%; JMJD2A Tudor inh: inconclusive; BLM inh: -7.9%; POLI inh: 15.0%

What do the screens show for `Cc1nc2sc3c(c2c(=O)[nH]1)CCC3`?
Tb PGK inh: 1.2%; Pin1 inhibitor: 0.9%; HP1b chromo inh: 29.0%; GLS inh: 2.9%; G9a block: -4.1%[12.7 µM]; BAZ2B block: 2.7%; JMJD2A Tudor inh: -6.8%; BLM inh: 2.6%; POLI inh: 47.5%[activator]

Results for CN1CCC(N(C)C(=O)c2cc(-c3ccccc3Cl)nc3ccccc23)CC1 ?
Tb PGK inh: 1.2%; Pin1 inhibitor: 2.3%; HP1b chromo inh: 27.0%; GLS inh: 1.8%; G9a block: -4.4%[12.7 µM]; BAZ2B block: -6.0%; JMJD2A Tudor inh: -8.9%; POLI inh: -18.2%

Results for COc1cc(O)c2c(=O)c3c(O)c(O)ccc3oc2c1OC ?
Tb PGK inh: -1.3%; Pin1 inhibitor: inconclusive; HP1b chromo inh: inconclusive; GLS inh: 30.0%; JMJD2A Tudor inh: 89.1µM*; POLI inh: -4.1%

How did Cc1cc(C)c2oc(C(=O)N(Cc3cccs3)C3CCS(=O)(=O)C3)cc(=O)c2c1 (centres undefined) do in these assays?
Tb PGK inh: -1.3%; Pin1 inhibitor: 0.7%; HP1b chromo inh: 38.4%; GLS inh: -1.8%; G9a block: -27.6%; BAZ2B block: -3.1%; JMJD2A Tudor inh: -27.9%; BLM inh: 0.9%; POLI inh: 35.1%[activator]

How did COc1ccc(C(=O)CSc2nnc(CC(=O)Nc3ccccc3OC)n2C)cc1 do in these assays?
Tb PGK inh: 1.1%; Pin1 inhibitor: -7.2%; HP1b chromo inh: 14.1%; GLS inh: 1.2%; G9a block: 14.1%[59 µM]; BAZ2B block: -15.0%; JMJD2A Tudor inh: -19.6%; BLM inh: -2.6%; POLI inh: 48.8%[activator]

Among those listed so far, these have an aryl thioether with sulfur outside any ring.
What do the screens show for `C=CCn1c(SCCCCCC)nc(O)cc1=O`?
Pin1 inhibitor: 14.5%; HP1b chromo inh: 21.5%; GLS inh: 4.4%; G9a block: 11.2%[59 µM]; BAZ2B block: 2.7%; JMJD2A Tudor inh: -0.6%; BLM inh: -4.9%; POLI inh: 3.6%

How did COc1ccc(C(=O)CSc2nnc(CC(=O)Nc3ccccc3OC)n2C)cc1 do in these assays?
Tb PGK inh: 1.1%; Pin1 inhibitor: -7.2%; HP1b chromo inh: 14.1%; GLS inh: 1.2%; G9a block: 14.1%[59 µM]; BAZ2B block: -15.0%; JMJD2A Tudor inh: -19.6%; BLM inh: -2.6%; POLI inh: 48.8%[activator]
